ssDAF12 agonist = S. stercoralis DAF-12 nuclear receptor activators, primary screen, cell-based, luminescence, HEK293, GRIP1 co-expression, lit1-tk-luc; activation, % at 6.8 µM; Nuclear hormone receptor DAF-12 (Strongyloides stercoralis); 370,000 tested, 1% active; HEK293 ssDAF-12/GRIP1 lit1-tk-luc reporter; % of 3 µM dafachronic acid response; AID 652126, 2013;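 active = activation above the mean over all tested compounds plus 3 SD, cut at about 0.9% in these data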;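 note: 0% = DMSO-only wells and 100% = 3 µM delta7-dafachronic acid wells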
GC-A act = GC-A stimulated cGMP production enhancers – HEK293 GC-A cells, cGMP TR-FRET, EC30 ANP, primary screen | 0% at EC30 ANP, 100% saturating ANP | 370,000 tested, 0.14% active | activation, % at 10 µM | AID 1671463, 2021; in the data active = activation above about 40%
GC-B act = human GC-B receptor activators, primary screen, HEK293 GC-B cells, cGMP TR-FRET, EC30 CNP. AID 1920062, 2024. activation, % at 10 µM. 0% at EC30 CNP, 100% saturating CNP. 370,000 tested, 0.11% active;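 active = activation at 10 µM reaching about 35% in either raw or pattern-adjusted values, limit read from the data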
Target sequence (P20594 whole entry, looked up): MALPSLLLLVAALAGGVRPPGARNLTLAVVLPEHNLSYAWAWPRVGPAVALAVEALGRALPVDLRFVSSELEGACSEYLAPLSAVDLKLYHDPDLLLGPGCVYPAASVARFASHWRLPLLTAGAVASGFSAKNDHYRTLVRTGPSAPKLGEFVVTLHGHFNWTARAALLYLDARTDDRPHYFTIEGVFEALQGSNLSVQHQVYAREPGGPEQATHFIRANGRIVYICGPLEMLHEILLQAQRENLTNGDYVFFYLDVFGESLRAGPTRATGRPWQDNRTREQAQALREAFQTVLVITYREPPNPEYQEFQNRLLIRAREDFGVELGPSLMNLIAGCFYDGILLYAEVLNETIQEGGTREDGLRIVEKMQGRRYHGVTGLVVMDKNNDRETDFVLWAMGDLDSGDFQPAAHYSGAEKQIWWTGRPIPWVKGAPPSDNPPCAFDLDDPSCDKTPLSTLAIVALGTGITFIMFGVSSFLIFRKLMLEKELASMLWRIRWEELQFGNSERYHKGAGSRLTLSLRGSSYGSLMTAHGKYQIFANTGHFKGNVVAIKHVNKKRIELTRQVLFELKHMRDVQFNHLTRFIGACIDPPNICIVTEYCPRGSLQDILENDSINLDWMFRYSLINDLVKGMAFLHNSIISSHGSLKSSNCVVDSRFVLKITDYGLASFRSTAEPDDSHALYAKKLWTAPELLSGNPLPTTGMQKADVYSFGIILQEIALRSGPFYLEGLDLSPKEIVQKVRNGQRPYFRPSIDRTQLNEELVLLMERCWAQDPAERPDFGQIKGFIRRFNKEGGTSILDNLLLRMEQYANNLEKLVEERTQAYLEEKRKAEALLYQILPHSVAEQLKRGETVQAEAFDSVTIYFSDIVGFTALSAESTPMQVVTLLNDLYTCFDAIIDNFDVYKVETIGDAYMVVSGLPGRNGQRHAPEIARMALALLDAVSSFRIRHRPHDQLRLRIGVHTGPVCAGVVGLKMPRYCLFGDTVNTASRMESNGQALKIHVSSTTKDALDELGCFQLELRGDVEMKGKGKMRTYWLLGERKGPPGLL
proKLK7 act = proKLK7 zymogen activators, primary screen, biochemical, fluorescence intensity. 370,000 tested, 0.9% active. AID 652039, 2013. purified proKLK7, EDANS-DABCYL substrate fluorescence; 100% is mature enzyme control, 0% vehicle. activation, % at 7 µM;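 active = activation above the mean of all tested compounds plus 3 SD, computed per campaign excluding outliers beyond control limits, cut at about 13% in these data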
SMARCA2 act = SMARCA2 (BRM) function activators, primary screen, cell-based, luminescence, high throughput. activation, % at 9.1 µM. 370,000 tested, 1% active. AID 652017, 2013. MG213 cells, MMTV-luciferase reporter, dexamethasone, overnight; in the data active = activation above about 7.8%;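 note: 0% = vehicle wells and 100% = reference activator wells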
hgDAF12 agonist = H. glycines DAF-12 receptor agonists, primary screen, cell-based, luminescence, HEK293, GAL4 fusion, UAS-luciferase; activation, % at 6.8 µM; AID 687014, 2013; 370,000 tested, 1.8% active; HEK293 GAL4-hgDAF12 UAS-luciferase reporter, agonist luminescence; normalized to butyrate control; Nuclear hormone receptor DAF-12 (Heterodera glycines), GAL4 fusion;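 active = activation above a cutoff set at the mean of all screened compounds plus 3 SD, cut at about 10% in these data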;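 note: 0% = DMSO wells and 100% = sodium butyrate wells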
FXN GAA850 act = FXN promoter activators, primary screen, cell-based, luciferase luminescence, HEK293 lucGAA850. 360,000 tested, 0.56% active. AID 540364, 2011. HEK293 lucGAA850 FXN promoter luciferase reporter, 24 h; percent of 10 µM SAHA response. activation, % at 6 µM;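 active = activation above the average of all compounds screened plus 3 SD, cutoff fixed separately per campaign, cut at about 7.5% in these data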;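 note: 0% = DMSO wells and 100% = 10 µM SAHA wells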
DAX1 inh-1 = DAX1 (NR0B1) inhibitors on StAR promoter, primary screen, cell-based, luminescence, SF-1 (NR5A1), full-length DAX-1 | 370,000 tested, 1.1% active | inhibition, % at 6.8 µM | AID 652010, 2013 | HEK293T StAR-luciferase reporter, SF-1/DAX-1 repression relief;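 active = inhibition above the mean over all tested compounds plus 3 SD, cut at about 3.6% in these data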;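 note: 0% = DAX-1 cells with DMSO and 100% = cells lacking DAX-1 with DMSO; higher inhibition means more luminescence from relief of DAX-1 repression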
HGIII-sPLA2 inh = human group III sPLA2 inhibitors, primary screen, biochemical, QFRET, BODIPY PC-A2 liposome substrate; Group 3 secretory phospholipase A2 (Homo sapiens), Q9NZ20; QFRET BODIPY PC-A2 liposome hydrolysis, fluorescence; inhibition, % at 12.2 µM; 370,000 tested, 0.56% active;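 active = inhibition above mean plus 3 SD of compounds lying within the high and low control bounds, cut at about 19% in these data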;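 note: 0% = median of test compound wells and 100% = no enzyme DMSO wells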
hcDAF-12 act = H. contortus DAF-12 nuclear receptor activators, primary screen, cell-based, luminescence, HEK293, lit1-tk-luc reporter; activation, % at 6.8 µM; 370,000 tested, 1.4% active; HEK293 hcDAF-12 lit1-tk-luc reporter; 0% DMSO, 100% Δ7-dafachronic acid; AID 652067, 2013;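 active = activation above the mean of all tested compounds plus 3 SD, cut at about 5.5% in these data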;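 note: 100% = response to 3 µM Δ7-dafachronic acid high control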
DAX1 inh-2 = DAX1 (NR0B1) inhibitors, primary screen, cell-based, HEK293, Gal4-DAX1, luciferase luminescence. inhibition, % at 6.75 µM. AID 504766, 2011. HEK293 Gal4-DAX1 luciferase reporter. 340,000 tested, 0.99% active;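 active = inhibition above the mean over all tested compounds plus 3 SD, cut at about 4.2% in these data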;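 note: 0% = DAX1-transfected cells with DMSO and 100% = empty-vector control cells with DMSO; inhibition shows as a rise in luminescence from relieved DAX1 repression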
Numbers without * were called inactive; nt = not tested or not shown.

SMILES	ssDAF12 agonist	GC-A act	GC-B act	proKLK7 act	SMARCA2 act	hgDAF12 agonist	FXN GAA850 act	DAX1 inh-1	HGIII-sPLA2 inh	hcDAF-12 act	DAX1 inh-2
Cc1ccc(C(=O)c2cc([N+](=O)[O-])ccc2N2CCOCC2)cc1C	-0.7	-20	3	0.6	-2	0.8	-1.4	-2.0	0	-2.4	-0.1
Cc1ccccc1NC(=O)Cc1nc(COC(=O)CCNS(=O)(=O)c2ccccc2)cs1	-1.0	3	3	0.1	-1	-0.5	0.8	1.9	-58	1.2	-0.2
CC(C)(C)OC(=O)N1Cc2ccccc2C[C@H]1C(=O)NC1CCCC1	-0.9	-1	3	0.6	1	0.2	1.0	-0.7	-2	-0.5	-0.8
S=c1[nH]nc(CCSCc2ccccc2)n1-c1ccccc1	-1.5	1	1	-0.2	-2	-1.9	0.5	-0.2	10	0.4	-0.4
CCC(CC)c1nnc(NC(=O)c2cc(-c3ccccc3)nc3ccccc23)s1	-1.5	-1	2	0.0	-2	1.1	0.7	0.5	3	-0.8	-0.5
Cc1cccc(NC(=O)CN2C(=O)C(C)Oc3ccccc32)n1 (stereo unspecified)	-1.2	1	0	-0.1	1	-1.9	1.1	-0.6	1	0.1	3.0
O=C(O)c1ccc(Cl)c(NC(=O)C2CCN(S(=O)(=O)c3cccs3)CC2)c1	-1.1	2	3	0.1	0	2.6	-0.5	-0.8	9	-0.1	-1.3
Cc1cc(C)c2nc(N3CCN(C)CC3)c(C#N)cc2c1	-1.1	-1	-4	5.5	0	4.7	-0.8	-0.5	-23	-0.9	0.2
O=C(NC1CCSc2ccccc21)c1ccccc1F (stereo unspecified)	-1.1	1	1	-0.3	-5	3.4	1.1	2.3	2	0.1	0.8
COc1ccc(-n2c(COc3ccc(C)cc3)nnc2SCc2ccc(C#N)cc2)cc1	-2.0	-16	-10	-0.2	-1	-4.3	1.8	-0.9	-25	-2.7	0.8
Cc1cc(-c2n[nH]c(=S)n2/N=C/c2ccco2)n[nH]1	-2.2	-5	1	0.0	-4	-0.1	4.6	0.2	6	-1.1	-0.7
CCOC(=O)Cc1nnc(NC(=O)CSc2ncc(-c3ccccc3)nn2)s1	-1.7	1	-4	-0.2	-3	-1.5	1.0	-1.1	-41	0.2	-0.7
Cc1cc(Cl)ccc1C(=O)C1CCCN(C(=O)c2ccsc2)C1 (stereo unspecified)	-1.8	-9	-3	0.1	0	-2.8	-0.9	-2.2	-8	-3.9	-0.5
CCN(CC)S(=O)(=O)c1ccc(NC(=O)c2ccc(Cl)nc2)cc1	-2.2	-3	1	0.3	-3	-3.7	1.8	-1.3	-8	-3.2	-0.7
Cc1cc(C(=O)Nc2cccc(/C=C/C(=O)O)c2)c(C)o1	-0.6	2	-1	0.0	-1	0.5	0.9	0.3	0	-0.4	0.1
Cc1ccc(C(C)(c2ccc(N)cc2)c2ccc(N)cc2)cc1	-0.3	2	-10	0.1	-3	-1.0	-1.3	0.0	14	-0.2	2.3
COc1ccc(C(=O)Nc2cccc(OC(=O)c3ccc(C)c(C)c3)c2)cc1	-0.7	2	5	0.6	2	9.2	-2.6	1.8	-26	0.2	0.7
Cc1nnc(SCC(=O)Nc2sc3c(c2C#N)CCCCC3)n1N	-0.4	-3	-1	0.1	2	6.3	2.0	0.1	-4	0.8	0.9
CC(=O)Nc1ccc(NC(=O)c2c(C)nc3ccccn23)cc1	-1.5	2	2	0.0	0	1.0	-1.1	0.2	9	0.0	1.6
O=C1CSc2ccc(C(=O)NCC(c3ccco3)N3CCCCC3)cc2N1 (stereo unspecified)	-1.1	0	-6	0.5	-1	-1.8	-0.5	0.8	-7	0.1	2.7
COc1cc(NC(=O)CSc2nnc3ccc(-c4ccncc4)nn23)cc(OC)c1	-1.0	-5	-3	0.4	-5	2.0	0.5	-0.2	7	-1.2	0.3
C=CCNC(=O)NC(=O)COC(=O)/C=C/c1cccc([N+](=O)[O-])c1	-1.2	-2	6	-0.3	5	-1.7	0.1	0.1	6	-1.2	2.4
CC(C)c1ccc(CNC(=O)C2CC(=O)N(C3CCCCC3)C2)cc1 (stereo unspecified)	-0.9	-2	-2	-0.2	0	-1.9	-0.6	0.8	-5	-0.7	-0.3
CCCn1c(N)c(N(CCOC)C(=O)c2ccc(C#N)cc2)c(=O)[nH]c1=O	-1.4	2	0	0.6	1	2.8	-1.0	0.7	2	-1.7	-0.3
O=C1C=C(O)CC(c2ccc(Cl)c(Cl)c2)C1 (stereo unspecified)	-1.0	8	6	0.5	0	-0.3	-0.5	-0.2	-7	-0.7	-1.1

(further entries)
SMILES	ssDAF12 agonist	GC-A act	GC-B act	proKLK7 act	SMARCA2 act	hgDAF12 agonist	FXN GAA850 act	DAX1 inh-1	HGIII-sPLA2 inh	hcDAF-12 act	DAX1 inh-2
COc1ccccc1NC(=O)NC1(C(=O)NCC2CCCO2)CCCCC1 (stereo unspecified)	-0.5	2	-7	-0.9	-1	-1.1	0.3	0.0	-1	0.2	1.4
O=C1c2ccccc2C(c2nnnn2-c2ccc3c(c2)OCCO3)N1CCCN1CCOCC1 (stereo unspecified)	-0.7	6	3	0.7	5	1.0	nt	-0.3	4	-1.6	nt
COc1ccc(S(=O)(=O)N2CCCC(C(=O)Nc3ccc(OC)c(OC)c3)C2)cc1 (stereo unspecified)	-1.2	0	1	0.5	-1	-3.5	-2.2	-0.9	-9	-1.5	-1.2
CN(C(=O)c1ccc(Br)o1)C1CCS(=O)(=O)C1 (stereo unspecified)	-0.9	0	3	0.1	0	-1.0	2.6	0.3	-1	-1.5	-1.8
Nc1cnc(CNc2ccccc2Cl)cn1	-0.8	6	1	0.4	5	4.8	2.8	0.2	9	-1.2	0.8
CCOC(=O)N1CCN(S(=O)(=O)c2cccs2)CC1	-1.2	3	2	0.1	-3	-1.5	3.8	0.3	8	-1.1	1.5
CCCCCN(C(=O)CCC(=O)OCC(=O)c1ccc(CCC)cc1)c1c(N)n(CCCC)c(=O)[nH]c1=O	-1.4	2	-1	0.2	0	3.2	1.7	0.3	-9	-0.5	-0.2
O=C(NCc1ccccn1)C(=O)NCC1OCCN1S(=O)(=O)c1ccc(F)cc1 (stereo unspecified)	-1.1	1	4	-1.4	2	-0.8	1.6	2.2	-2	-0.1	-0.6
CNC(=S)NNc1ccccc1[N+](=O)[O-]	-0.4	6	3	-0.7	-1	-4.0	1.3	-0.3	10	3.8	-0.2
CC1(C)Cc2cccc(OCC(=O)OCC(=O)NCc3ccc(F)cc3)c2O1	-0.3	0	-5	0.0	-1	1.1	-1.2	-0.8	1	-1.0	2.6
O=C(c1ccc(F)cc1)n1ccc(-c2cnc(-c3ccccc3)s2)n1	0.9*	-1	-2	-0.7	6	13*	4.1	5.0*	-6	5.9*	2.6
COc1ccc(S(=O)(=O)Nc2cccc3c2O[C@H](CN(C)S(=O)(=O)c2ccc(F)cc2)[C@H](C)CN([C@H](C)CO)C3=O)cc1	-0.9	5	-2	1.0	-1	-3.1	-0.5	-0.4	-14	0.2	1.2
CC(C)(O)CNC(=O)C(Cc1ccccc1)N1C(=O)c2ccccc2C1=O (stereo unspecified)	-0.4	0	-4	0.0	-4	-0.7	1.0	-0.2	4	1.0	-1.4
COCC(=O)N(Cc1nc2ccccc2c(=O)[nH]1)Cc1cccs1	-0.6	1	-3	0.2	-6	-2.1	1.1	0.5	1	0.2	-0.4
COc1ccccc1C1CC(c2ccco2)=NN1S(C)(=O)=O (stereo unspecified)	-1.5	5	5	-0.4	0	5.0	-1.2	0.3	7	-0.1	-0.7
CCN1C(=O)[C@@H]2[C@@H](c3ccc(-c4ccc5c(c4)OCO5)c(OC)c3)N3CCC[C@@]3(C(=O)OC)[C@@H]2C1=O	-1.5	2	-4	-0.1	1	1.1	-3.1	0.1	-5	-1.6	0.8
CCC(C)CN1C(=O)CN(S(C)(=O)=O)CC1(C)C(=O)NC(C)C (stereo unspecified)	-0.7	2	-3	0.2	-1	1.8	nt	0.8	0	-0.6	nt
COc1ccc(N=C2NN=C(c3c(C)[nH]c4ccccc34)CS2)cc1	-0.9	-2	-5	-0.9	-1	4.6	-5.3	-2.5	-19	2.5	-3.3
CC(=O)C1C(c2ccc([N+](=O)[O-])cc2)c2c(noc2C)CC1(C)O (stereo unspecified)	-1.7	4	-1	0.7	-2	0.2	-1.4	0.0	1	-0.3	2.5

Of the compounds above, these have a thiophene ring, fused or not:
SMILES	ssDAF12 agonist	GC-A act	GC-B act	proKLK7 act	SMARCA2 act	hgDAF12 agonist	FXN GAA850 act	DAX1 inh-1	HGIII-sPLA2 inh	hcDAF-12 act	DAX1 inh-2
O=C(O)c1ccc(Cl)c(NC(=O)C2CCN(S(=O)(=O)c3cccs3)CC2)c1	-1.1	2	3	0.1	0	2.6	-0.5	-0.8	9	-0.1	-1.3
Cc1cc(Cl)ccc1C(=O)C1CCCN(C(=O)c2ccsc2)C1 (stereo unspecified)	-1.8	-9	-3	0.1	0	-2.8	-0.9	-2.2	-8	-3.9	-0.5
Cc1nnc(SCC(=O)Nc2sc3c(c2C#N)CCCCC3)n1N	-0.4	-3	-1	0.1	2	6.3	2.0	0.1	-4	0.8	0.9
CCOC(=O)N1CCN(S(=O)(=O)c2cccs2)CC1	-1.2	3	2	0.1	-3	-1.5	3.8	0.3	8	-1.1	1.5
COCC(=O)N(Cc1nc2ccccc2c(=O)[nH]1)Cc1cccs1	-0.6	1	-3	0.2	-6	-2.1	1.1	0.5	1	0.2	-0.4

Source: PubChem BioAssay (several laboratories)
